Sm TGR inh: S. mansoni TGR enzyme inhibition; purified TGR, DTNB reduction, TNB absorbance 405 nm; Potency, µM (highest dose often 114 µM), without a hit: top-dose activity change, negative = inhibition, most hits filed as inhibitors; 3% of 360,000 active; also: potency is read from the fitted curve at half-maximal effect; nearly all actives have a fitted effect of over 60% in size
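TGR 20 nM + NADPH 100 uM (dispensed conc.), cpd preinc 15 min RT; start with NADPH (500 uM addition) then DTNB (15 mM addition). Kinetic TNB absorbance, 405 nm filter. Four-parameter Hill fit across titration.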
HCV inh: blocks hepatitis C virus; 3.4% of 340,000 active; Huh7.5.1 HCVcc-Cre infection, luciferase reporter, 44 h; AID 651820; Potency, µM (top dose mostly 41.8 µM), without a hit: top-dose activity change, negative = inhibition, actives largely listed as inhibitors; also: potency is read from the fitted curve at half-maximal effect
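Whole-lifecycle infectious HCVcc-Cre system; cells 1,000/well, compound then virus (~0.5 moi) added 4 h after plating, 44 h culture. Luciferase read 15 sec following 15 min substrate incubation, room temp.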
Giardia FBPA inh: Giardia lamblia aldolase inhibition. Potency, µM (top dose mostly 59.6 µM), for the others: at the top dose activity, negative = inhibition, most hits filed as inhibitors. purified Giardia FBPA. A8B2U2. 0.71% of 290,000 active; also: potency is read from the fitted curve at half-maximal effect; nearly all actives have a fitted effect of over 55% in size
Target sequence (A8B2U2 whole entry, looked up): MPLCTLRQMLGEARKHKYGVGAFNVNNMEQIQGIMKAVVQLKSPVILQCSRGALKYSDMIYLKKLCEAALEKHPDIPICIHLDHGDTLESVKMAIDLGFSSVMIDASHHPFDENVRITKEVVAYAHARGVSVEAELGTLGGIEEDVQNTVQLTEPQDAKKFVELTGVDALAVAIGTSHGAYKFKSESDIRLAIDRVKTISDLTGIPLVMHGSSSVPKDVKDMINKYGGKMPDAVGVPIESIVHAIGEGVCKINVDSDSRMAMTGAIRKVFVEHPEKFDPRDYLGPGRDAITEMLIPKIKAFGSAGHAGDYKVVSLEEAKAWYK
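40 nM FBPA preincubated 10 min at RT with compound (up to 57.5 uM final), then substrate plus GAPDH/TPI/NAD/arsenate coupling and diaphorase/resazurin added. Fluorescence read after 20 min at RT, 525/598 nm.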
AmpC detergent: blocks E. coli AmpC beta-lactamase in detergent assay; AID 485294; 0.041% of 370,000 active; Potency, µM (series often up to 114 µM), without a hit: at the highest dose activity change, negative = inhibition, most hits filed as inhibitors; AmpC hydrolysis of nitrocefin, absorbance 480 nm, 0.01% Triton;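 also: potency is read from the fitted curve at half-maximal effect; 0% = no-compound wells and -100% = no-enzyme wells; nearly all actives have a fitted effect of over 25% in size; some results filed as inactive show a strong effect at the top dose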
Target sequence (P00811 whole entry, looked up): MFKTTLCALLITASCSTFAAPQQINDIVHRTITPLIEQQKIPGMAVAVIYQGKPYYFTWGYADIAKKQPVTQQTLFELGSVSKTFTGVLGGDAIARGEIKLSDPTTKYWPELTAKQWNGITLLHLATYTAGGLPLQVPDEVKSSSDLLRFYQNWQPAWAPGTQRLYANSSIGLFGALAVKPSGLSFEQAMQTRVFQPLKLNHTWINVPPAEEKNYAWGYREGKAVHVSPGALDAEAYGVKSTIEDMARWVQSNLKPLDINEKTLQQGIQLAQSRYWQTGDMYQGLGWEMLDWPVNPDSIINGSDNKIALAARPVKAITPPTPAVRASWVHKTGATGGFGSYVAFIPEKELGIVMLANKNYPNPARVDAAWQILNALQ
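AmpC (5.3 nM in the dispensed reagent) in 20 mM phosphate pH 7.0 with 0.01% (detergent screen) or 0.0001% Triton X-100 was preincubated with compounds for 15 min at room temperature. Nitrocefin was then added from an 800 uM solution, and hydrolysis was followed at 480 nm.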
AmpC inh no detg: AmpC beta-lactamase inhibition without detergent. 0.52% of 330,000 active. AID 485341. P00811. AmpC nitrocefin hydrolysis, absorbance 480 nm, 0.0001% Triton. Potency, µM (doses to about 57.1 µM), for inactives: at the highest dose activity change, negative = inhibition, usual class: inhibitors;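 also: potency is read from the fitted curve at half-maximal effect; plate controls were no compound for no effect and no enzyme for full effect; nearly all actives have a fitted effect of over 20% in size; some results filed as inactive show a strong effect at the top dose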
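20 mM phosphate pH 7.0 + 0.01% (detergent screen) or 0.0001% Triton X-100; 5.3 nM AmpC reagent; cpd preinc 15 min RT; nitrocefin (800 uM stock) to start; A480 q20 s × 4 min; Activity was normalised to no-enzyme and no-compound control wells.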
HCMV antiviral: inhibitors of human cytomegalovirus; HFF cells, HCMV-luciferase reporter, 72 h; hits give low values; activity change, negative = inhibition, % at 57.5 µM; 4.5% of 410,000 active; in the data active = activity change below about -60%; inconclusive = no clear call, values can overlap the other calls; inactive = above about -39%
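Human foreskin fibroblasts infected with luciferase-reporter HCMV at MOI 1 PFU/cell, compounds at two doses. Luciferase measured 72 h post infection; normalized to buffer-only basal and Salinomycin (10uM) controls.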
Active calls of the source: *; ? = inconclusive; . = not tested or not shown; & = joins results of further samples; [ ] = dose if it differs, or a comment. Unless noted, calls follow the shape of the dose curve; as a rule, active = well fitted curve in the direction sought with a large enough effect; inconclusive = small, poorly fitted or top-dose-only effect, or another doubt; inactive = no such curve, though single readings can be large; an effect the other way counts as inactive or inconclusive. Unless noted, % is scaled to controls: 0 for no effect and ±100 for the full control effect.

canonical_smiles | Sm TGR inh | HCV inh | Giardia FBPA inh | AmpC detergent | AmpC inh no detg | HCMV antiviral
O=C(CSc1nc(-c2ccc(F)cc2)cc(C(F)(F)F)n1)NCc1ccccc1 | -0.4% | . | . | 31.2%[activator] | . | -25.2
COc1ccc(CCNC(=O)C(=O)Nc2ccc(C)c(C)c2)cc1OC | 8.4% | . | . | 0.8% | . | 44.1
COc1cc(OC)c(NC(=O)c2cc(S(=O)(=O)N3CCOCC3)cn2C)cc1Cl | -18.6% | -24.7% | 13.8% | -7.9% | 86.9%[activator] | 16.5
CCOC(=O)C1CCCN(C2=NC(=O)/C(=C/c3ccc(OC)c(OC)c3)S2)C1 (stereo unspecified) | 12.0% | -12.8% | 3.3% | -7.8% | -7.0% | -37.6
COc1cccc(CNC(=O)COC(=O)CN2C(=O)NC3(CCCCC3C)C2=O)c1 (stereo unspecified) | 1.7% | -8.3% | . | 6.6% | 3.1% | 10.3
O=C(Nc1ccc(OC(F)(F)F)cc1)c1cnc2n(c1=O)CCS2 | -0.6% | 2.5% | 3.5% | ? | -0.8% | -7.4
CC1CCC2(CC1)NC(=O)N(CC(=O)Nc1cccc(C#N)c1)C2=O (stereo unspecified) | 5.0% | 7.0% | . | -2.2% | -13.0% | 6.6
O=C1C=CC(=O)N1Cc1ccccc1 | ? | 30.8%[activator] | 15.2% | -9.8% | -25.5% | -12.2
CC(=O)c1ccc(NC(=O)COc2ccccc2-c2nc(-c3ccccc3)no2)cc1 | -3.6% | . | . | -12.9% | . | 13.9
CCn1c(SCC(=O)O)nnc1-c1ccc2[nH]c(C)c(C)c2c1 | -0.2% | 8.8% | 4.5% | ? | -14.2% | -17.1
CC(C)(C)c1ccc(-c2nc(-c3ccncc3)no2)cc1 | -2.6% | -21.4% | -1.9% | -10.1% | 27.3% | -70.2*
CC1C2Cn3c(nc4ccccc43)C1N(C)O2 (stereo unspecified) | 11.2% | 11.9% | 1.1% | -4.5% | -10.9% | 11.1
CCN(CCNC(=O)c1ccc(CSc2nc3ccncc3[nH]2)cc1)c1ccccc1 | -2.4% | ? | -15.8% | 3.4% | 23.8% | -24.9
S=C(NC1CC2CCC1C2)N1CCN(c2cccc(Cl)c2)CC1 (stereo unspecified) | -8.5% | -8.0% | 2.3% | -5.2% | -25.5% | -27.3
CC(C)c1cc(C(N)=O)c(NC(=O)c2cccc(COc3ccc(Cl)cc3)c2)s1 | 19.9% | ? | -6.4% | ? | -34.5% | 12.3
COc1cccc(CNCc2cc(OC)cc(OC)c2)c1 | ? | -24.1% | ? | ? | -14.2% | 16.8
CC(C)CNC(=O)[C@H](Cc1ccccc1)NC(=O)c1cccs1 | 8.2% | -5.9% | -9.2% | ? | -10.5% | ?
COc1ccc(-c2cc(C(=O)OCC(=O)c3cccc(OC)c3)c3cccc(Cl)c3n2)cc1 | 0.3% | . | . | 10.7% | . | -17.2
O=C(COC(=O)c1c[nH]c2ccccc12)Nc1cccc(F)c1 | -23.4% | -16.5% | . | -4.3% | -28.4% | 0.0
COc1cccc(N=Cc2c[nH][nH]c2=O)c1 | 33.9% | -3.3% | -2.3% | ? | -6.7% | 15.0
COC(=O)/C=C1/SC(=NC(=O)c2ccccc2)NC1=O | -18.7% | 4.0% | -5.7% | -1.5% | -11.9% | 3.2
COc1ccccc1-c1cc(C(=O)NCCc2ccccc2)no1 | -2.2%&3.4% | ? | -0.1% | -0.9%&-0.9% | -35.7% | 92.0&112.8
Cc1cccc(-n2c(SCC(=O)N3CCC(C(=O)O)CC3)nc3ccccc3c2=O)c1C | -9.8% | ? | -2.1% | -8.2% | -4.3% | -21.5
COc1ccc2oc(=O)cc(CN(C)Cc3ccccc3)c2c1 | 3.7% | 7.94µM* | 2.0% | ? | -10.5% | ?
O=C(c1ccc(Br)cc1)c1sc(N2CCOCC2)nc1-c1ccccc1 | -1.8% | 7.94µM* | -13.3% | -2.0% | 4.9% | 42.5
Fc1cccc(/C=N/N=C/c2cccc(F)c2)c1 | -7.4% | 12.4% | -3.9%&1.7% | 6.2% | -14.5% | ?
CC1CCCN(C(=O)Cn2ncc3c([nH]c4ccccc43)c2=O)C1 (stereo unspecified) | 8.2% | . | . | 13.5% | . | 8.5
Cc1ccc(-n2nnnc2C(=Cc2ccc(N(C)C)cc2)c2nnnn2-c2ccc(C)cc2)cc1 | -1.5% | ? | 2.7% | -1.9% | -21.5% | -16.2
CCN(C(=O)Cn1c(SCC(=O)Nc2ccc(OC)cc2)nc2ccccc21)c1cccc(C)c1 | -1.3% | . | . | 0.8% | . | 2.9
CCCC(=O)Nc1nnc(-c2ccc(Cl)s2)o1 | 0.7% | 11.9% | 1.3% | -6.3% | -16.3% | 6.5
Cc1cc2nn(-c3ccc(F)cc3)nc2cc1NC(=O)c1cccc([N+](=O)[O-])c1C | 15.3% | . | . | 0.7% | . | 41.1
NS(=O)(=O)c1ccc(CCNC(=O)CSc2nc3ccccc3c(=O)n2CCC(=O)N2CCCCC2)cc1 | -12.2% | 17.8% | 3.2% | -4.3% | 15.9% | 17.3
O=S(=O)(c1ccccc1)c1nc(-c2ccco2)oc1NCc1cccnc1 | 25.1µM* | -4.6% | 3.4% | -2.9% | -12.8% | ?
COc1cc(CN2CCN(C(=O)Cc3ccccc3)CC2)cc(OC)c1OC | 1.0% | 7.3% | ? | -9.6% | 2.7% | 19.8
O=C(CCN1C(=O)c2ccc(Br)cc2C1=O)NC1CCCCC1 | 0.0% | -18.2% | . | -6.0% | -20.3% | -0.5
COc1ccc(N(C)S(=O)(=O)c2ccc3c(c2)CCN3C(=O)CCC(=O)O)cc1 | -1.7% | . | . | -14.1% | . | 2.9
CCCC(=O)c1c[nH]c(C(=O)NCc2ccco2)c1 | 3.6% | -6.1% | -0.3% | 1.6% | -5.8% | 65.5
CCOc1ncccc1C(=O)OCC(=O)c1cc(C)n(Cc2ccco2)c1C | -28.4%[11.4 µM] | 0.3% | -5.6% | -13.5% | 27.7% | 98.3
O=C(NC(=O)c1ccc(F)cc1F)Nc1ccc(Cl)cc1 | 5.1% | -0.3% | 1.1% | 0.9% | -9.6% | 30.2
CSCc1ccc(C(=O)Nc2cccc(C)c2C)cc1 | -6.9% | 4.5% | -1.5% | ? | -48.2% | 47.9
CCOC(=O)Cn1c(=O)n(CC2CCCO2)c2nc(-c3ccc(OC)cc3OC)nc(C(N)=O)c21 (stereo unspecified) | 1.1% | . | . | 18.3% | . | 12.7
O=C(Cn1c(=O)oc2cc(S(=O)(=O)N3CCCC3)ccc21)N1CCc2ccccc2C1 | -1.4% | -18.9% | -0.3% | ? | 1.7% | -13.7
C=CCOc1ccc(CNn2c(C)n[nH]c2=S)cc1OC | -8.4% | 12.0% | 8.5% | -12.3% | -0.5% | -3.1
CC1CC(C)CN(C(C)C(=O)Nc2cc(S(=O)(=O)N3CCCCC3)ccc2Cl)C1 (stereo unspecified) | . | 14.3% | . | . | -14.0% | -9.3
COc1ccc(OC)c(N(CC(=O)Nc2cccnc2)S(=O)(=O)c2ccc(C)cc2)c1 | -23.4% | 10.6% | 4.3% | 0.3% | 32.9% | 3.5
CCN(CC)C(=O)c1cn(CCC#N)nc1-c1ccc2ccccc2c1 | 6.6% | -19.6% | -1.4% | -10.0% | 147.2% | 29.3
O=C(Nc1ccccc1Cl)C1CCN(S(=O)(=O)c2cccc3nonc23)CC1 | -2.7% | -4.5% | 2.3% | ? | -44.6% | -17.4
COc1ccc(NC(=O)Nc2cccc3ccccc23)cc1OC | 0.5% | -17.7% | . | -5.1% | 0.4% | ?
NC(=O)c1cc(Br)cc(C2CCCCC2)c1O | -10.2% | ? | -6.4% | ? | -37.7% | -38.1
O=S(=O)(NCc1ccc2c(c1)OCO2)c1ccc(F)c(F)c1 | -3.4% | 3.2% | 0.1% | 1.7% | -24.5% | 2.7

The list continues.
canonical_smiles | Sm TGR inh | HCV inh | Giardia FBPA inh | AmpC detergent | AmpC inh no detg | HCMV antiviral
Cc1cc(C)cc(NC(=O)C2C3C=CC(O3)C2C(=O)O)c1 (stereo unspecified) | -34.1% | 8.9% | -4.3% | 3.3% | -10.9% | 8.4
O=C1C(=O)N(C2CCN(C(=O)c3ccc(Cl)cc3)CC2)CCN1Cc1ccc(F)cc1 | -17.7% | . | . | 4.1% | . | 15.7
N=c1c(C(=O)NCc2ccco2)cc2c(=O)n3ccccc3nc2n1C1CCCC1 | -3.1% | ? | . | -1.5% | -9.2% | 8.7
COc1ccc(N(C)S(=O)(=O)c2cccc(C(=O)N(C)Cc3ccc(C)o3)c2)cc1 | -21.6% | -17.4% | 2.6% | -0.5% | 126.3%[activator] | -0.7
COc1cc(NC(=O)c2noc3c2CSc2ccccc2-3)cc(OC)c1OC | 0.794µM* | . | . | 22.2% | . | 40.1
Cc1ccc(OCC(=O)NC2CCS(=O)(=O)C2)c(C)c1 (stereo unspecified) | 3.0% | 4.2% | . | 5.0% | -5.7% | -27.5
CCN(CC)C(=S)NC(=O)c1cccnc1 | . | 9.9% | ? | -6.6% | -5.3% | ?
O=C(NNC(=O)c1ccccc1F)c1ccc(-c2ccc(Cl)cc2)o1 | -30.1% | ? | . | ? | -33.0% | -9.6
COc1ccc(C)c(-n2c(N)cc(=O)n(Cc3ccccc3)c2=O)c1 | 11.0% | 6.5% | -0.7% | 0.8% | -11.2% | -0.9
N[C@H](CSCc1ccccc1)C(=O)Nc1ccc([N+](=O)[O-])cc1 | 11.6% | -1.2% | -0.7% | 5.8% | -8.3% | 23.7
COC(=O)c1ccccc1S(=O)(=O)N1CCC(C(=O)OC(C)C(=O)Nc2ccccc2OC)CC1 (stereo unspecified) | -1.4% | 4.4% | . | 2.5% | 86.2%[activator] | 64.7
COc1ccc(/C=C(\C#N)c2nc(-c3ccc(Cl)c(Cl)c3)cs2)cc1OC | -5.1% | . | . | -0.7% | . | -1.7
C[C@@H](C(=O)Nc1nc(-c2ccccn2)cs1)N1C(=O)C2CCCCC2C1=O (stereo partly specified) | -10.1% | -9.6% | ? | -5.3% | -19.1% | 10.5
CC1=NN(c2ccccc2C(=O)O)C(=O)C1N=Nc1ccccc1 (stereo unspecified) | 9.2% | -10.6% | -5.3% | -9.8% | -24.7% | -0.1
O=C1CCCN1CCC(=O)N1CCCC(Nc2ccc(F)cc2)C1 (stereo unspecified) | -24.6% | 3.0% | . | 0.8% | 0.8% | -22.2
CCCn1c(N)c(N(CCOC)C(=O)c2cccc(C(F)(F)F)c2)c(=O)[nH]c1=O | 5.9% | 9.1% | 1.4% | 1.8% | -24.3% | 12.4

Three of the compounds above, with values under each structure:
Results follow in this order: Sm TGR inh	HCV inh	Giardia FBPA inh	AmpC detergent	AmpC inh no detg	HCMV antiviral
CCN(CC)C(=S)NC(=O)c1cccnc1
    .	9.9%	?	-6.6%	-5.3%	?
O=C1C(=O)N(C2CCN(C(=O)c3ccc(Cl)cc3)CC2)CCN1Cc1ccc(F)cc1
    -17.7%	.	.	4.1%	.	15.7
COc1ccc(C)c(-n2c(N)cc(=O)n(Cc3ccccc3)c2=O)c1
    11.0%	6.5%	-0.7%	0.8%	-11.2%	-0.9

High-throughput results (PubChem BioAssay)
